Screening data from PubChem.
S1P4 agonist = activates the human S1P4 receptor | O95977 | S1P4-expressing cell line, agonist reporter assay | activation, % at 4.98 µM | actives 0.35% (n = 220,000); in the data active = activation above about 11%;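 also: 0% = DMSO vehicle and 100% = reference agonist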
S1P4 antagonist = human S1P4 receptor antagonism; O95977; S1P4-expressing cells, antagonist mode, reporter read-out; inhibition, % at 4.98 µM; actives 0.26% (n = 220,000); AID 1510; in the data active = inhibition above about 29%;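 also: 0% = wells stimulated with agonist and 100% = vehicle wells without agonist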
NPY-Y2 PAM-ag = potentiates or activates human NPY-Y2 receptor. cells expressing NPY-Y2, potentiator/agonist read-out. activation, % at 3.6 µM. actives 0.45% (n = 220,000). AID 1359; in the data active = activation above about 27%;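 also: cells stimulated with NPY near EC25 plus isoproterenol at EC100; 0% = vehicle plus submaximal agonist and 100% = vehicle plus saturating agonist; some results beyond the cut were filed as inactive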
Target sequence (P49146 whole entry, looked up): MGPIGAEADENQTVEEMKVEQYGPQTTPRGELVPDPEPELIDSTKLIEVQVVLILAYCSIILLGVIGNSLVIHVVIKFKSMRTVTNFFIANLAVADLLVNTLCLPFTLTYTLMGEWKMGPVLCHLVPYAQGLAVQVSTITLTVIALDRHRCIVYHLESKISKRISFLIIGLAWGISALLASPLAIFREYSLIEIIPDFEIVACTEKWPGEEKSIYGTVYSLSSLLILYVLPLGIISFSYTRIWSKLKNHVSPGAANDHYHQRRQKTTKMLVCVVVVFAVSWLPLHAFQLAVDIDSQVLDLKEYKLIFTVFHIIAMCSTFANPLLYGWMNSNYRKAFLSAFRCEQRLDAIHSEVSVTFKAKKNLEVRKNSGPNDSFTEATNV
RBBP9 inh = inhibitors of human serine hydrolase RBBP9; O75884; AID 1515; recombinant RBBP9, FP-Rh probe fluorescence polarization; inhibition, % at 7.94 µM; actives 0.2% (n = 220,000);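 active = inhibition above the campaign mean of all tested compounds plus 3 SD, cut at about 14% in these data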;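 also: plate controls were DMSO wells with RBBP9 for no effect and wells lacking RBBP9 protein for full effect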
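Assay system: recombinant human RBBP9; Reagent: Serine-hydrolase probe FP-Rh, 375 nM pre-mixing; Doses: 7.94 µM single dose, 0.794% DMSO; Incubation: 30 min then 45 min, 25 °C; Detection: fluorescence polarization (mP), excitation 525 nm, emission 598 nm; Evaluation: percent inhibition from mP, scaled between DMSO and no-protein wells.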
Ba/F3 V617F tox = loss of viability in JAK2V617F-driven Ba/F3 cells; inhibition, % at 5.6 µM; Ba/F3 EpoR-JAK2V617F viability, ATP luminescence; AID 1446; actives 1.1% (n = 220,000);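 active = inhibition above the campaign mean plus 3 SD over all tested compounds, cut at about 24% in these data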;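 also: cytokine-independent growth of Ba/F3 cells driven by EpoR plus mutant JAK2; 0% = DMSO-treated cells and 100% = JAK inhibitor I control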
NPY Y1 blocker = blocks the human neuropeptide Y Y1 receptor | actives 1% (n = 200,000) | P25929 | HEK293-CNG Y1 cells, membrane potential fluorescence; NPY at EC95, then isoproterenol | inhibition, % at 3.6 µM | AID 1040;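 active = inhibition above the campaign mean inhibition of all tested compounds plus 3 SD, cut at about 20% in these data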;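 also: 0% = DMSO wells given NPY plus isoproterenol and 100% = isoproterenol alone without NPY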
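material = HEK293 cells with Y1 receptor plus CNG channel | also added = NPY 25 nM then isoproterenol 1 µM plus Ro 20-1724 25 µM | schedule = dye 3 h, compound 60 min room temperature, stimulation 45 min | measured by = membrane potential fluorescence | benchmarks = high control isoproterenol alone, low control NPY with isoproterenol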
Runt-CBFb FRET = inhibitors of human RUNX1 Runt domain binding to CBFb. Q01196+Q13951. actives 0.46% (n = 220,000). inhibition, % at 20 µM. Cerulean-Runt/Venus-CBFb FRET ratio 530/480, 1 h;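 active = inhibition over about 50% at 20 µM in the single-dose screen, limit read from the data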;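 also: 0% = DMSO wells and 100% = excess unlabeled CBFb competitor control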
Target sequence (Q01196 whole entry, looked up, the tested form may be a part): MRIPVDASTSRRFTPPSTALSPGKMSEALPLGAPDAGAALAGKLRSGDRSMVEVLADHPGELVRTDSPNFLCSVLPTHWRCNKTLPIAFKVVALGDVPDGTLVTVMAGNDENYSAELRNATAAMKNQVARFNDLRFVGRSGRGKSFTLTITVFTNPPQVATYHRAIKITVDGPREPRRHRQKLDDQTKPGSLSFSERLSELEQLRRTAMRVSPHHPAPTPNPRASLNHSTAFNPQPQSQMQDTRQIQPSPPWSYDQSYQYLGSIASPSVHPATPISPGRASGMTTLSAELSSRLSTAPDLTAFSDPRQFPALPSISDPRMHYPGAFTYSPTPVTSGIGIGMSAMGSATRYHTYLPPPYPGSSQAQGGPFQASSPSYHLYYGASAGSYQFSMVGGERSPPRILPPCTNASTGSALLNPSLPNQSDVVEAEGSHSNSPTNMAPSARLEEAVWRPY
Target sequence (Q13951 whole entry, looked up, the tested form may be a part): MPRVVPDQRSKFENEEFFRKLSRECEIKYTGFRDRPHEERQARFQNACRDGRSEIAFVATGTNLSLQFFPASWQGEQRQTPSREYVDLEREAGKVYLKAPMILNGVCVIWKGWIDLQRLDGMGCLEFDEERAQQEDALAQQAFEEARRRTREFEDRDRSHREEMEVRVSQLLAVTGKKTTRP
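Reagent – Venus-CBFb binding partner, 100 nM · Assay system – Cerulean-tagged RUNX1 Runt domain (FRET donor) fusion protein · Input – 100 nM per protein · Incubation – two 1 h room-temperature incubations shielded from light · Measured by – FRET fluorescence · Medium – Tris buffer pH 7.5 with salts and BSA · Benchmarks – unlabeled CBFb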
NPY-Y1 PAM-ag = potentiators or agonists of human neuropeptide Y receptor Y1. actives 0.37% (n = 220,000). activation, % at 3.6 µM. P25929. NPY-Y1 expressing cells, potentiator/agonist activation; in the data active = activation above about 33%, passing the limit was not always enough;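 also: cells stimulated with NPY at EC10 then isoproterenol at EC100; 0% = low agonist plus stimulus and 100% = saturating agonist plus stimulus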
BaF3 parental = counter-screen for JAK2V617F inhibitors: parental Ba/F3 viability inhibitors; CellTiter-Glo ATP luminescence; inhibition, % at 5.6 µM; actives 1.1% (n = 220,000); AID 1486;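 active = inhibition above a per-campaign cutoff, the mean inhibition of all tested compounds plus 3 SD, cut at about 27% in these data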;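 also: 0% = DMSO wells and 100% = JAK Inhibitor I control wells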
* marks the source's active call; other numbers are inactive results; . = not tested or not shown.

SMILES	S1P4 agonist	S1P4 antagonist	NPY-Y2 PAM-ag	RBBP9 inh	Ba/F3 V617F tox	NPY Y1 blocker	Runt-CBFb FRET	NPY-Y1 PAM-ag	BaF3 parental
CSc1ccc(/C=N/NC(=O)c2sccc2C)cc1	0.9	-39	8	-8	3	-1	0	0	3
CC1=CC2=NCC(O)CN2C=C1 (centres undefined)	0.7	10	-3	1	0	0	-3	-2	1
O=C(C1=NN[C@@H]2C(=O)N(c3cccc(F)c3)C(=O)[C@H]12)C(c1ccccc1)c1ccccc1	0.1	-11	-8	-2	1	3	-3	-8	4
Cc1cc2nc3c(c(C(F)(F)F)n2n1)CCCC3	-0.3	-4	7	-5	-2	3	-1	-2	3
CC1CN(S(=O)(=O)c2ccc(C(=O)Nc3nnc(-c4ccco4)o3)cc2)CC(C)O1 (centres undefined)	-0.1	-31	0	-5	-1	0	1	12	8
CCCCn1c(SCC(=O)NCc2ccco2)nnc1-c1ccco1	-0.5	-12	0	-1	2	4	1	-3	5
O=C(CSc1nccn1-c1ccc(Cl)cc1)Nc1ccc2c(c1)OCO2	-1.3	-3	12	-2	0	4	-3	8	1
COc1ccccc1NC(=O)COC(=O)C1CCN(/C=C/C(=O)C(F)(F)F)CC1	2.3	-8	-14	3	2	6	0	-11	4
N/C(Cc1ccc(Cl)cc1Cl)=N\OC(=O)c1cccs1	-1.0	-5	11	-8	-1	-2	1	14	-1
CC(=O)NCC(=O)N[C@@H](CC(=O)OCc1ccccc1)C(=O)OCc1ccccc1	-0.7	-8	-6	-5	0	.	2	12	-3
COc1cc(NC(=S)Nc2ccc(N(C)C(C)=O)cc2)cc(OC)c1	1.4	-1	-5	0	4	-2	6	4	7
CCOCCCNC(=O)/C(C#N)=C/c1cc(OC)c(O)c([N+](=O)[O-])c1	0.3	-20	-7	-5	6	4	0	-4	12
O=C(CSc1nnc(-c2ccccn2)n1Cc1ccco1)c1ccc(Cl)cc1	1.0	5	-6	-8	-1	0	18	-14	4
O=C(NCCCO)NC12CC3CC(CC(C3)C1)C2	0.0	-10	-4	-3	-3	-4	0	8	1
C/C(=N\OCC(=O)Nn1c(=O)[nH]c2ccccc2c1=O)c1ccccc1	-0.2	-12	-20	3	-2	4	1	4	3
COc1ccc(NC(=O)Nc2cccc(OC)c2)cc1	1.1	-7	4	0	-1	-3	.	-9	2
CC1CCC(NC(=O)CC2Oc3ccccc3NC2=O)CC1 (centres undefined)	-1.7	-25	-3	-8	-1	4	1	-2	8
COc1ccc2cc3cc(C(=O)Nc4ccccc4N4CCN(C)CC4)oc3nc2c1	-2.3	9	-1	-12	4	17	1	-19	4
CCN(CC)C(=S)Nc1ccc([N+](=O)[O-])cc1	1.4	-16	-3	-1	2	-7	-2	-2	6
CCC(c1nnnn1Cc1ccc2c(c1)OCO2)N1CCN(CC)CC1 (centres undefined)	1.1	3	0	-6	1	-3	2	-9	4
O=C(c1ccco1)N1CCN(C(c2coc3ccc(Cl)cc3c2=O)c2nnnn2C2CCCC2)CC1 (centres undefined)	-1.2	-9	3	2	-4	-1	.	-22	2
COc1cnc(-c2ccccn2)nc1Oc1cccc(Cl)c1	0.2	-28	-26	-4	-3	13	1	-30	2
O=C(NCCN1CCOCC1)Nc1ccc(F)cc1	0.5	-18	-8	4	1	2	-2	19	13
Cc1occc1C(=O)Nc1nccs1	0.4	-15	1	-5	1	4	5	-46	2
CN(CC(=O)Nc1cccc(F)c1)CC(=O)Nc1cccc(S(N)(=O)=O)c1	0.4	-9	-22	-3	-2	.	0	1	1
The list continues.
SMILES	S1P4 agonist	S1P4 antagonist	NPY-Y2 PAM-ag	RBBP9 inh	Ba/F3 V617F tox	NPY Y1 blocker	Runt-CBFb FRET	NPY-Y1 PAM-ag	BaF3 parental
CCc1nnc(NC(=O)c2cccc(OC)c2)s1	2.4	-15	-1	2	3	-3	1	-1	2
O=C(NCc1csc(-c2cccs2)n1)C1CCC1	1.9	-20	-4	2	-3	.	0	-1	0
COCCN1CCN(c2c3c(nc4cc(-c5cccc(F)c5)nn24)CCC3)CC1	-1.6	-23	13	1	-3	9	-2	18	4
COc1cccc(C(=O)Cn2c(Br)nc3c2c(=O)n(C)c(=O)n3C)c1	-1.8	-19	2	-2	-5	5	0	-6	-3
CS(=O)(=O)N1CCC(C(=O)Nc2ccc(Oc3ccccc3)cc2)CC1	-2.8	-19	14	-10	1	2	2	-7	9
CCOC(=O)c1cc(OC(=O)c2ccccc2Br)n(-c2ccccc2)n1	-0.5	-5	1	5	-3	0	1	30	0
c1ccc(-c2csc(=Nc3cccnc3)n2CC2CCCO2)cc1 (centres undefined)	0.6	-10	7	-5	-2	7	3	-15	8
COc1ccc(O[C@@H]2O[C@H](COC(C)=O)[C@@H](OC(C)=O)[C@H](OC(C)=O)[C@H]2NC(C)=O)cc1	1.1	-22	-5	-11	2	2	-1	8	1
CCN1CCN(CCCNC(=O)c2csc3c2CCCCC3)CC1	-3.3	3	6	-1	-3	3	1	-1	-3
CCC(CC)C(=O)N=C1SC2CS(=O)(=O)CC2N1CCc1ccc(OC)c(OC)c1 (centres undefined)	1.1	2	-5	-7	5	.	1	6	-3
CCc1ccc(OCc2ccc(C(=O)NCc3ccccn3)o2)cc1	1.3	-18	2	-6	-1	2	-1	-6	4
COc1ccc(Cc2nnc(N=Nc3c(O)[nH]c4ccc(Br)cc34)[nH]c2=O)cc1	2.2	-2	18	-1	4	-3	-5	14	10
Nc1c(-c2ccccc2)n[nH]c1-c1ccccc1	1.6	-6	20	-9	-2	2	2	9	3
Cc1nnc2sc(SCC(=O)Nc3ccc(Cl)cc3)nn2c1=O	0.4	-19	-1	-4	0	3	-2	7	3
Cc1ccc(-c2csc(=S)n2CC(=O)OCC(=O)NC(C)C(C)C)cc1 (centres undefined)	-1.3	-4	-14	-9	-6	5	-2	14	3
CCCS(=O)(=O)N1CCCC(C(=O)NCCCN2CCN(c3ccccc3F)CC2)C1 (centres undefined)	0.8	-6	-6	-3	4	9	-2	12	2
COc1ccc(C(=O)NNC(=O)c2ccccn2)cc1	-2.0	-19	3	-2	12	0	1	14	11
Cc1cc(C)c2c(c1)/C(=N/NC(=S)Nc1ccc(F)cc1)CCC2	-1.8	-8	-14	-3	0	3	9	-18	6
CC(C(=O)Nc1ccccc1F)N1C(=O)c2ccccc2C1=O (centres undefined)	-0.2	-11	-11	-8	1	3	-2	-20	5
Cc1cc(C)cc(NC(=S)NCc2ccc(F)cc2)c1	-1.2	-4	-4	-5	-1	7	-1	-17	4
Cc1c(CN2CCC(C)CC2)c(=O)n(-c2ccccc2)n1C	0.1	-2	14	-3	-3	2	-2	-4	4
O=C(O)COCC(=O)N1CCN(C2c3ccccc3-c3ccccc32)CC1	0.3	8	-2	-6	-1	.	2	-9	-4
COc1cc(NC(=O)c2cc(-c3ccco3)on2)c(OC)cc1Cl	1.7	5	-2	-5	0	2	-2	-30	-2
Cn1c(=O)c(C(=O)COC(=O)c2cc(-c3ccccc3)nc3ccccc23)c(N)n(Cc2ccccc2)c1=O	0.9	-9	6	0	3	7	-1	-17	8
Cc1ccc(S(=O)(=O)Nc2ccccc2C(=O)OC(C)C(=O)Nc2ccc3ccccc3c2)cc1[N+](=O)[O-] (centres undefined)	0.6	-12	15	-14	-1	-3	-3	4	6
New compounds follow
SMILES	S1P4 agonist	S1P4 antagonist	NPY-Y2 PAM-ag	RBBP9 inh	Ba/F3 V617F tox	NPY Y1 blocker	Runt-CBFb FRET	NPY-Y1 PAM-ag	BaF3 parental
COc1ccccc1NC(=O)C(CCS(C)(=O)=O)N1C(=O)c2ccccc2C1=O (centres undefined)	1.6	-6	14	5	-2	1	-1	5	6
CCc1nnc2sc(-c3cc(-c4ccccc4)nc4ccccc34)nn12	0.3	-3	-13	-7	0	-3	-2	-38	6
OC(CNCCc1ccc(C(F)(F)F)cc1)COc1ccc2ccccc2c1 (centres undefined)	1.1	-21	-11	-3	-3	3	-2	-32	2
CCOC(=O)c1sc(N=NC2=C(O)CCCC2=O)c(C(=O)OCC)c1C	-0.3	1	14	6	-1	4	-16	15	1
COc1ccc(-n2c(SCC(=O)O)nnc2-c2ccc(NC(=O)c3ccccc3)cc2)cc1	-0.1	11	-23	0	2	.	1	-14	1
O=C1Nc2ccccc2OC1CC(=O)N1CCCC1 (centres undefined)	2.8	-15	-2	-6	3	-1	0	-2	0
O=C(CSc1ncn[nH]1)Nc1ccc(Cl)c(Cl)c1	0.2	6	9	-2	-1	-6	1	9	5
CC(C)(C)c1nnc(NC(=O)c2cccnc2)s1	-0.6	-7	7	1	1	-5	3	2	-1
Cc1cc(NCCc2ccc(Cl)cc2)n2ncnc2n1	2.4	10	0	-1	0	-1	1	11	2
CCOC(=O)C(C)n1nc(-c2ccccc2)c2ccccc2c1=O (centres undefined)	2.0	-2	6	5	-1	2	1	5	6
CCOC(=O)CC(=O)NC(CC(=O)OC)c1ccc(Br)cc1 (centres undefined)	8.4	-24	1	-6	1	4	0	-8	5
N#CC1=C(N)OC2=C(C(=O)CCC2)C1Cc1ccccc1 (centres undefined)	0.3	-13	1	-2	3	-5	.	-6	2
CNC(=O)/C(C#N)=C/c1ccc(-c2ccc(Cl)cc2)o1	0.5	6	-1	-10	3	0	.	20	12
CC(C)c1csc2nc3n(c(=O)c12)CCCCC3	-0.4	-3	-2	-9	3	3	0	-12	5
Cc1ccc(OCCNC(=O)C(=O)NCc2ccco2)cc1	-0.8	-8	10	-12	2	7	1	-23	5
CSc1ccccc1NC(=O)Cn1c(-c2cscn2)nc2ccccc21	-1.4	-3	-9	-3	-3	3	0	-14	-2
CC(C)C(=O)N1CCN(c2nc(-c3ccccc3)c3c(c2C#N)CCCC3)CC1	1.5	11	2	-6	-2	10	-3	-1	6
Cc1nc(-c2nc(-c3c(C(=O)NNC(=O)Nc4ccccc4)noc3C)cs2)cs1	-0.4	-7	-8	-12	-2	.	-2	-11	1
CC(=O)O/N=C/c1c(N2CCOCC2)n(C)c2ccccc12	-2.0	1	-10	2	2	-4	2	1	7
CC1=C(C)CC2C(=O)N(c3cccc4ccccc34)C(=O)C2C1 (centres undefined)	-2.9	-5	7	-3	0	-3	8	8	2

4 compounds picked at random from the list so far:
SMILES	S1P4 agonist	S1P4 antagonist	NPY-Y2 PAM-ag	RBBP9 inh	Ba/F3 V617F tox	NPY Y1 blocker	Runt-CBFb FRET	NPY-Y1 PAM-ag	BaF3 parental
CCOC(=O)c1sc(N=NC2=C(O)CCCC2=O)c(C(=O)OCC)c1C	-0.3	1	14	6	-1	4	-16	15	1
COc1ccc(-n2c(SCC(=O)O)nnc2-c2ccc(NC(=O)c3ccccc3)cc2)cc1	-0.1	11	-23	0	2	.	1	-14	1
Cc1cc(NCCc2ccc(Cl)cc2)n2ncnc2n1	2.4	10	0	-1	0	-1	1	11	2
CCc1nnc2sc(-c3cc(-c4ccccc4)nc4ccccc34)nn12	0.3	-3	-13	-7	0	-3	-2	-38	6

Compounds as they come. About 3.6% of those tested had a hit in this group.
